Compound activity deposited in PubChem by several laboratories.
Pf gametocyte – inhibitors of late stage P. falciparum gametocyte viability; P. falciparum stage V gametocytes, ATP luminescence, 24 h; inhibition, % at 10.9 µM; AID 743093; 150,000 tested, 0.065% active;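 active = inhibition above the mean plus 3 SD of compounds within the control limits, set per campaign, cut at about 38% in these data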;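 also: 0% = DMSO wells and 100% = medium only without gametocytes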
Avidin fluor – compound fluoresces at 488/530 nm on avidin beads. compound fluorescence 488/530 nm, flow cytometry; hits give high values. 220,000 tested, 0.38% active. fluorescence (KMESF) at 10 µM; in the data active = fluorescence above about 47; also: inactives centre near 10
GSH fluor – compound fluoresces at 488/530 nm on GSH beads | GSH beads flow cytometry, compound fluorescence 488/530 nm; hits give high values | AID 1776 | fluorescence (KMESF) at 10 µM | 190,000 tested, 0.25% active; in the data active = fluorescence above about 89;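 also: glutathione beads carrying GST-tagged Bcl family fusion proteins plus one bare bead set; values are compound well signal with DMSO vehicle wells as background; inactives centre near 16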
Rab7 wt GTP bind – dog Rab7 wildtype GTP binding, inhibitors and activators. GST-Rab7 beads, fluorescent GTP binding, flow cytometry; actives lie on both sides; untreated = 100%, excess cold GTP = 0%. 190,000 tested, 0.055% active. GTP binding activity (percent of control), % at 10 µM;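 active = fluorescent GTP binding to Rab7 beads changed by at least 20 points from the 100% baseline, either direction, mostly lower; inconclusive = compound itself probably fluorescent, or too few beads counted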;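 also: median green fluorescence of bound Bodipy-FL-GTP per Rab7 bead population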
Rac1 wt modul – modulators of human Rac1 wildtype GTP binding | P63000 | GST-Rac1 beads, fluorescent GTP binding, flow cytometry; actives lie on both sides; 0 = cold GTP competed, 100 = untreated | GTP binding activity (% of control), % at 10 µM | 190,000 tested, 0.27% active;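 active = GTP binding activity at least 20 points away from the 100% control level, either lower or higher; inconclusive = compound flagged as likely green fluorescent, judged across all proteins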
ABCG2 block – inhibitors of human ABCG2 transporter, ABCB1 counter-screen; Q9UNQ0; IgMXP3 cells, JC-1 efflux, flow cytometry; AID 1325; inhibition, % at 6.6 µM; 190,000 tested, 0.1% active;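 active = inhibition above 80%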;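 also: 0% = DMSO and 100% = nicardipine control wells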
Target sequence (Q9UNQ0 whole entry, looked up): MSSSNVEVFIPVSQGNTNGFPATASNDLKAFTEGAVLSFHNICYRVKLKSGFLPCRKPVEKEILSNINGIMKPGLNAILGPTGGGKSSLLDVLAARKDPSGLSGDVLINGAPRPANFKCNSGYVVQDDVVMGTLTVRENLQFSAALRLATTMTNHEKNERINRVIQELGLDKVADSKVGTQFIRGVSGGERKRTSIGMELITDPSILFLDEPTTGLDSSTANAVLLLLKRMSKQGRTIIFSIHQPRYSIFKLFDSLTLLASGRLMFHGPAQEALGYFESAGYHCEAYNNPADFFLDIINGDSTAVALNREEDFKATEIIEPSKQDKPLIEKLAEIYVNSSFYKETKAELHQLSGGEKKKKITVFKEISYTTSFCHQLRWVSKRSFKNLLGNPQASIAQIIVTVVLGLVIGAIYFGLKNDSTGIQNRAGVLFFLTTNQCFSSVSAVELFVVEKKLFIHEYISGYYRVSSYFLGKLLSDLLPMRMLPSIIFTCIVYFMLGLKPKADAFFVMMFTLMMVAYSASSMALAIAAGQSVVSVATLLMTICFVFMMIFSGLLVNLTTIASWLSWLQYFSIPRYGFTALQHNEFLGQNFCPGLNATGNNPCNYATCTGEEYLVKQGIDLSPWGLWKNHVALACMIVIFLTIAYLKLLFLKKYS
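Test system: ABCG2 IgMXP3 and barcoded ABCB1 CCRF-Adr cell mix; Schedule: cells with compound and JC-1, 10 min at 25 °C, rotating, no wash; Technique: flow cytometry of retained JC-1 fluorescence; Measure: % inhibition of efflux relative to nicardipine and DMSO; Controls: nicardipine high and DMSO low controls.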
Cdc42 wt – modulators (inhibitors or activators) of GTP binding to human Cdc42 wildtype | P60953 | GST-Cdc42 beads, Bodipy-GTP binding, flow cytometry; actives lie on both sides | percent activity (GTP binding), % at 10 µM | 190,000 tested, 0.2% active;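 active = percent activity GTP binding at least 20 points away from the 100% baseline, either down as inhibitor or up as activator; inconclusive = compound flagged as likely green fluorescent from well-wide comparison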;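 also: median bead fluorescence of bound Bodipy-FL-GTP at 100 nM; 0% = excess unlabeled GTP control and 100% = no compound control; below 100% means less GTP binding so inhibitor and above means activator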
Target sequence (P60953 whole entry, looked up): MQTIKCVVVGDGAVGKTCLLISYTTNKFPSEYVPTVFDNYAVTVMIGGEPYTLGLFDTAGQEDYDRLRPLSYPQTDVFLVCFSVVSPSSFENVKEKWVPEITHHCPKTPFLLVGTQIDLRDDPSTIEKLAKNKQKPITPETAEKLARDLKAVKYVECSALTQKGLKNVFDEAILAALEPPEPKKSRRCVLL
Rac1 mut GTP – human Rac1 activated mutant GTP binding change; P63000; GST-Rac1 activated beads, fluorescent GTP binding, flow cytometry; actives lie on both sides; 100% means binding = to untreated wells; percent activity (GTP binding), % at 10 µM; 190,000 tested, 0.11% active;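 active = GTP binding at least 20 percentage points away from the 100% baseline, in either direction, so actives lie on both sides; inconclusive = Compound likely fluorescent itself, or too few beads counted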
HRas wt GTP – changes GTP binding to wildtype human HRas; GTP binding activity, % at 10 µM; 190,000 tested, 0.14% active; AID 759; GST-Ras wt beads, Bodipy-FL-GTP binding, flow cytometry; actives lie on both sides; P01112;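 active = GTP binding activity at least 20% away from the 100% baseline, either lowered as inhibitor or raised as activator; inconclusive = flagged as likely green fluorescent, judged across all proteins in the well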;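 also: 0% = unlabeled GTP competition control and 100% = no-compound control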
Target sequence (P01112 whole entry, looked up): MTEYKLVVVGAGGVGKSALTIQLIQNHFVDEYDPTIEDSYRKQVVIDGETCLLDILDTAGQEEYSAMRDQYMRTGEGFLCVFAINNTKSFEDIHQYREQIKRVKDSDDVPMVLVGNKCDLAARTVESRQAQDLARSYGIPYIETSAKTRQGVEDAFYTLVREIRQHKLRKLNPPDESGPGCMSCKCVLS
ABCB1 block – inhibitors of human ABCB1 transporter, ABCG2 counter-screen. inhibition, % at 6.6 µM. 190,000 tested, 0.067% active. P08183. CCRF-Adr cells, JC-1 efflux, flow cytometry; in the data active = inhibition above about 40%;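 also: 0% = vehicle and 100% = reference inhibitor; higher value means more JC-1 retained so stronger ABCB1 efflux block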
Rab2A wt mod – changes GTP binding to wildtype dog Rab2A, up or down. GST-Rab2 wt beads, Bodipy-GTP binding, flow cytometry. GTP binding activity, % at 10 µM. 190,000 tested, 0.19% active. AID 760;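 active = GTP binding activity at least 20 points away from 100%, either lowered or raised; inconclusive = signal likely due to the compound's own green fluorescence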;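 also: 0% = beads with excess unlabeled GTP and 100% = no-compound control corrected for plate trend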
An asterisk follows results filed as active; ? = inconclusive; . = no result given.

Below each SMILES: Pf gametocyte, Avidin fluor, GSH fluor, Rab7 wt GTP bind, Rac1 wt modul, ABCG2 block, Cdc42 wt, Rac1 mut GTP, HRas wt GTP, ABCB1 block, Rab2A wt mod
- CCN(CC(=O)NC1CCS(=O)(=O)C1)S(=O)(=O)c1ccccc1 (stereo not given)
  8, 13, 9, 100, 105, -4, 104, 101, 101, -0.1, 100
- C=CCn1c(SCC(=O)NC(=O)NCc2ccco2)nc2sc(C)c(C)c2c1=O
  -8, 11, 58, 100, 109, 4, 106, 99, 103, 1.1, 102
- Cc1ccc(-c2noc(CCC(=O)N3CCCC3)n2)cc1
  -2, 16, 8, 100, 95, 2, 96, 99, 98, 0.6, 99
- COc1ccccc1NC(=O)CC(=O)CSc1nnc(-c2ccc(C)cc2)n1-c1ccccc1
  -2, 14, 7, 96, 97, -2, 97, 93, 97, 0.0, 95
- CC(C)(C)C(=O)N(Cc1nc2ccccc2c(=O)[nH]1)Cc1cccs1
  ., 13, 11, 101, 102, -4, 96, 98, 98, -1.1, 100
- COc1ccc(NC(=O)C(c2cc3c(cc2[N+](=O)[O-])OCO3)N(C)C)cc1 (stereo not given)
  -9, 3, 6, 100, 103, 11, 107, 102, 100, 1.8, 98
- COc1ccccc1-n1cnc2cc(C(=O)NC3CCCC3)ccc21
  ., 8, 61, 97, 102, 13, 102, 102, 98, 1.1, 101
- O=C(Nc1ccc2c(c1)OCO2)Nc1ccccn1
  -26, 17, 11, 106, 108, 8, 108, 100, 104, 0.4, 104
- CCOCCn1c(=NC(=O)c2cc(Cl)sc2Cl)sc2cc(S(N)(=O)=O)ccc21
  ., 3, 5, 94, 103, 1, 103, 103, 99, -0.1, 100
- COc1ccc(NC(=O)CCCN(C)S(=O)(=O)c2ccc(C)cc2)cc1
  -11, 4, 10, 99, 103, 5, 102, 101, 100, 1.3, 100
- CC(=O)c1ccc(OCC(=O)NC2CCS(=O)(=O)C2)cc1 (stereo not given)
  ., 39, 22, 98, 100, 0, 100, 97, 99, 0.1, 98
- Cc1ccc(-c2noc(CN3CCOCC3)n2)cc1
  ., 13, 12, 101, 102, 2, 102, 100, 102, 0.5, 102
- CC1CCCN(C(=O)C2c3ccccc3C(=O)N3CCc4ccccc4C23)C1 (stereo not given)
  ., 20, 14, 101, 104, 0, 102, 99, 100, 0.0, 100
- CC(C)(C)c1ccc(-c2nnc(SCC(=O)O)n2N)cc1
  ., 24, 15, 100, 104, 0, 102, 100, 100, 0.0, 98
- Cc1cc(OCCCn2cnc3ccccc3c2=O)ccc1[N+](=O)[O-]
  6, 11, 5, 98, 99, 4, 100, 96, 97, 0.7, 98

Only Avidin fluor, ABCB1 block and Rab7 wt GTP bind, for some of the entries so far:
compound | Avidin fluor | ABCB1 block | Rab7 wt GTP bind
CC(=O)c1ccc(OCC(=O)NC2CCS(=O)(=O)C2)cc1 (stereo not given) | 39 | 0.1 | 98
Cc1ccc(-c2noc(CN3CCOCC3)n2)cc1 | 13 | 0.5 | 101
CC1CCCN(C(=O)C2c3ccccc3C(=O)N3CCc4ccccc4C23)C1 (stereo not given) | 20 | 0.0 | 101

Next section.
Below each SMILES: Pf gametocyte, Avidin fluor, GSH fluor, Rab7 wt GTP bind, Rac1 wt modul, ABCG2 block, Cdc42 wt, Rac1 mut GTP, HRas wt GTP, ABCB1 block, Rab2A wt mod
- CC(C)Oc1ccc(C(CC(=O)O)NC(=O)CSc2ncn[nH]2)cc1 (stereo not given)
  ., 37, 24, 102, 103, 1, 105, 101, 103, 0.3, 102
- COCCCNC(=O)CN(c1cc(Cl)ccc1OC)S(C)(=O)=O
  ., 10, 11, 94, 96, -1, 92, 95, 96, -0.1, 94
- CCOC(=O)c1c(C)n(C)c2ccc(O)c(CN3CCCCC3)c12
  -41, 25, 25, 97, 106, 11, 105, 101, 100, 0.9, 100
- O=S(=O)(c1ccc(Cl)cc1)n1cccn1
  10, 20, 10, 104, 95, 1, 95, 94, 95, 0.3, 99
- O=C(CCc1ccccc1)NNC(=O)c1ccco1
  ., 22, 55, 101, 103, 1, 101, 100, 102, 0.4, 101
- CCOCc1nnc(NC(=O)c2ccco2)s1
  -11, 11, 20, 98, 99, 0, 99, 97, 99, 0.1, 95
- CC1=C(C(=O)OC(C)C)C(C)NC(=O)N1 (stereo not given)
  ., 20, 29, 100, 107, 1, 107, 102, 104, 0.2, 103
- CCCCCOC(=O)NCCOC(=O)Nc1ccc(C(=O)OCC)cc1
  ., 18, 25, 92, 96, 5, 97, 96, 98, 0.8, 98
- CN(C)c1ccc(-c2nnn(CC(=O)NCc3ccc4c(c3)OCO4)n2)cc1
  1, 4, 22, 96, 100, -2, 94, 96, 100, -0.4, 98
- CCN1CCN(c2cc(C)c3cc(NC(=O)c4ccc5c(c4)OCO5)ccc3n2)CC1
  ., 9, 19, 97, 97, -1, 97, 98, 98, -2.0, 95
- COc1ccc(Cl)cc1NC(=S)NCc1cccnc1
  -4, 13, 16, 99, 101, 15, 100, 98, 101, 1.1, 100
- On1nnc2c3ccccc3c3ccccc3c21
  ., 13, 27, 99, 97, 1, 93, 90, 97, 0.3, 94
- C/C(=N\Nc1c([N+](=O)[O-])c(C)nn1C)c1ccc(F)cc1F
  -7, 11, 14, 93, 97, 5, 94, 98, 96, 0.7, 96
- COCCNC(=O)c1cc(-c2cccs2)on1
  ., 27, 15, 94, 105, 29, 100, 99, 99, 1.9, 98
- Cc1cc(C=C2C(=O)c3ccccc3C2=O)c(C)n1-c1ccccc1
  -29, 10, 19, 96, 98, 3, 97, 95, 96, 0.6, 96
- CCOC(=O)N1CCN(C(=O)c2cc(-c3ccc(OCC)cc3)nc3ccccc23)CC1
  ., 37, 13, 99, 100, 1, 103, 98, 102, 0.7, 100
- COc1cccc(-c2cc(C(F)(F)F)nc(N3CCCCC3)n2)c1
  ., 6, 15, 100, 103, 4, 97, 97, 97, 0.3, 100
- Cn1c(Cc2cccc3ccccc23)nnc1SCC(=O)N1CCN(c2cccc(Cl)c2)CC1
  ., 7, 43, 103, 102, 26, 100, 97, 103, 21, 101
- CCOC(=O)/C=C(\C)Nc1cc(C)nn1-c1ccccc1
  ., 0, 22, 101, 100, 30, 99, 98, 95, 0.6, 96
- Cc1ccc(NC(=O)CN2c3cccc4cccc(c34)S2(=O)=O)cc1S(=O)(=O)N1CCOCC1
  ., 3, 8, 101, 101, -6, 103, 100, 102, -0.6, 100
- CC(C)Cn1c(N)c(C(=O)COC(=O)c2ccc3c(c2)OCCO3)c(=O)n(C)c1=O
  -52, 12, 35, ?, ?, 14, ?, ?, ?, 1.5, ?
- O=C(CSc1nc2ccccc2o1)N1CCN(S(=O)(=O)c2ccc3ccccc3c2)CC1
  -3, 3, 17, 98, 103, -1, 98, 101, 99, 1.6, 97
- O=[N+]([O-])c1ccc(Cl)c(/C=N/n2c(COc3ccccc3)n[nH]c2=S)c1
  16, 11, 22, 102, 101, -18, 100, 97, 97, -5.1, 96
- Cn1c(SCC(=O)c2ccccc2)nnc1-c1ccc(O)cc1
  -10, 5, 37, 103, 101, 2, 100, 98, 103, 0.4, 101
- CC(=O)c1c(C)n(CC(=O)NCc2ccc3c(c2)OCO3)c2ccccc12
  ., 13, 39, 96, 96, 1, 98, 95, 96, 0.2, 94
- CCCC(O)(CCC)C(=O)NN(C(=O)OC)c1ccccc1
  16, 12, 11, 102, 104, 3, 102, 99, 102, 0.6, 101
- CCOC(=O)n1cc(-c2cnc(CNC(=O)C(C)(c3ccccc3)c3ccccc3)o2)c2ccccc21
  -42, 11, 16, 101, 107, 29, 101, 97, 100, 5.0, 100
- NC(N)=NC(N)=Nc1ccc2ccccc2c1
  ., 6, 12, 106, 102, 2, 98, 98, 101, 1.6, 102
- CCOC(=O)C1(CCc2ccccc2)CCN(Cc2ccn[nH]2)CC1
  -26, 11, 11, 96, 99, -1, 96, 96, 95, 0.5, 96
- Fc1cccc(CSc2nc3ccncc3[nH]2)c1
  ., 6, 13, 105, 105, 10, 102, 98, 102, 0.9, 100
- Cc1ccc(N2C(=O)C3CC(c4ccccc4)=C4C5C=CC(C6C(=O)N(c7ccc(C)cc7)C(=O)C56)C4C3C2=O)cc1 (stereo not given)
  -39, 12, 6, 98, 108, -1, 103, 104, 103, 0.4, 101
- CCCCN(C)c1ccc([N+](=O)[O-])cc1
  -8, 13, 13, 100, 102, 5, 99, 97, 99, 0.2, 97
- CCCCn1c(SCc2ncc(-c3ccccc3)o2)nc2cc(S(N)(=O)=O)ccc21
  ., 6, 32, 103, 108, 1, 105, 101, 105, 0.5, 103
- CCCOc1ccc(C(CC(=O)O)NC(=O)c2ccc3c(c2)OCO3)cc1 (stereo not given)
  ., 31, 22, 100, 101, -1, 96, 95, 99, 1.1, 100
- Cc1cc(C)c[n+](C(C)C(=O)c2ccc(-c3ccccc3)cc2)c1 (stereo not given)
  -7, 14, 15, 100, 105, 1, 107, 105, 102, 0.1, 103
- Cc1ccc(S(=O)(=O)c2cc3c(=O)n4ccccc4nc3n(Cc3ccco3)c2=N)cc1
  -21, 7, 10, 93, 99, -10, 95, 97, 97, -4.2, 96
- CNC(=O)CC(=O)Nc1ccccc1C(=O)O
  ., 18, 34, 102, 103, -1, 103, 99, 100, 0.2, 100
- Cc1ccc(C)c(OCC(O)CN2CCCCC2C)c1 (stereo not given)
  -18, 15, 16, 106, 104, 1, 107, 100, 106, 0.7, 108
- Cc1ccc2nc(N(CCCN(C)C)C(=O)c3ccc(S(=O)(=O)N(C)C)cc3)sc2c1
  -3, 4, 9, 101, 106, 6, 104, 102, 100, 6.7, 99
- O=C(Nc1ccccc1)N1CCOCC1
  ., 36, 21, ?, ?, 2, ?, ?, ?, 0.5, ?
- CC[N+]1=C(C)C(C)(C)c2cc(C)ccc21
  14, 10, 11, 94, 95, -10, 95, 93, 94, -1.1, 95

Ordered by SMILES length (highest first): 4 of the compounds above
Below each SMILES: Pf gametocyte, Avidin fluor, GSH fluor, Rab7 wt GTP bind, Rac1 wt modul, ABCG2 block, Cdc42 wt, Rac1 mut GTP, HRas wt GTP, ABCB1 block, Rab2A wt mod
- Cc1ccc(S(=O)(=O)c2cc3c(=O)n4ccccc4nc3n(Cc3ccco3)c2=N)cc1
  -21, 7, 10, 93, 99, -10, 95, 97, 97, -4.2, 96
- CC[N+]1=C(C)C(C)(C)c2cc(C)ccc21
  14, 10, 11, 94, 95, -10, 95, 93, 94, -1.1, 95
- Cc1ccc(C)c(OCC(O)CN2CCCCC2C)c1 (stereo not given)
  -18, 15, 16, 106, 104, 1, 107, 100, 106, 0.7, 108
- O=C(Nc1ccccc1)N1CCOCC1
  ., 36, 21, ?, ?, 2, ?, ?, ?, 0.5, ?
